EPAC1 agonist – EPAC1 (human) agonism | actives 0.073% (n = 360,000) | Potency, µM (doses to about 154 µM), for the others: at the highest dose activation, actives largely listed as activators | AID 720707 | EPAC1 agonist qHTS, biochemical assay; response scale: 100% = response to 6.5 mM cAMP; further: nearly all actives have a fitted effect of over 60% in size
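Nucleotide exchange assay: 100 nM EPAC1 with 250 nM Rap1B loaded with BODIPY-GDP and 50 uM GDP, room temperature. Fluorescence (480/540 nm) read every 5 min for 30 min; signal change normalized to 6.5 mM cAMP as full agonist.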
EPAC1 antag – EPAC1 (human) antagonism. O95398. actives 0.14% (n = 360,000). EPAC1 GEF assay, Rap1b-BODIPY-GDP exchange fluorescence. AID 720709. Potency, µM (doses to about 115 µM), for inactives: at the highest dose activity change, negative = inhibition, actives largely listed as inhibitors;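 further: plate controls were vehicle for no effect and positive control for full effect; nearly all actives have a fitted effect of over 50% in size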
PTHR1 ag – agonists of human PTHR1 parathyroid hormone receptor; Q03431; HEK293 GP2 PTHR1 cells, GloSensor cAMP luminescence, 1 h; Potency, µM (highest dose often 115 µM), without a hit: at the top dose activation, usual class: activators; actives 0.075% (n = 410,000); AID 743266; further: nearly all actives have a fitted effect of over 55% in size; some results filed as inactive show a strong effect at the top dose; inactives centre near -15; many of its hits are not listed in these tables
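HEK-293-derived GP2 cells expressing PTHR1 and a GloSensor cAMP reporter, 3,000/well, plated overnight, given luciferin plus IBMX (each 0.5 mM as added) for 1 h at 37 °C, then compound for 1 h at 37 °C. Luminescence was read after 15 min at room temperature.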
EPAC2 antagonist – EPAC2 (human) antagonism; EPAC2 GEF exchange of Rap1B-BODIPY-GDP, fluorescence; Potency, µM (doses to about 114 µM), inactives show at the top dose activity, negative = inhibition, most hits filed as inhibitors; actives 0.18% (n = 360,000); AID 720708; further: on the % scale 0 is the no-effect control and ±100 the full control effect; nearly all actives have a fitted effect of over 45% in size; many of its hits are not listed in these tables
Target sequence (Q8WZA2 whole entry, looked up): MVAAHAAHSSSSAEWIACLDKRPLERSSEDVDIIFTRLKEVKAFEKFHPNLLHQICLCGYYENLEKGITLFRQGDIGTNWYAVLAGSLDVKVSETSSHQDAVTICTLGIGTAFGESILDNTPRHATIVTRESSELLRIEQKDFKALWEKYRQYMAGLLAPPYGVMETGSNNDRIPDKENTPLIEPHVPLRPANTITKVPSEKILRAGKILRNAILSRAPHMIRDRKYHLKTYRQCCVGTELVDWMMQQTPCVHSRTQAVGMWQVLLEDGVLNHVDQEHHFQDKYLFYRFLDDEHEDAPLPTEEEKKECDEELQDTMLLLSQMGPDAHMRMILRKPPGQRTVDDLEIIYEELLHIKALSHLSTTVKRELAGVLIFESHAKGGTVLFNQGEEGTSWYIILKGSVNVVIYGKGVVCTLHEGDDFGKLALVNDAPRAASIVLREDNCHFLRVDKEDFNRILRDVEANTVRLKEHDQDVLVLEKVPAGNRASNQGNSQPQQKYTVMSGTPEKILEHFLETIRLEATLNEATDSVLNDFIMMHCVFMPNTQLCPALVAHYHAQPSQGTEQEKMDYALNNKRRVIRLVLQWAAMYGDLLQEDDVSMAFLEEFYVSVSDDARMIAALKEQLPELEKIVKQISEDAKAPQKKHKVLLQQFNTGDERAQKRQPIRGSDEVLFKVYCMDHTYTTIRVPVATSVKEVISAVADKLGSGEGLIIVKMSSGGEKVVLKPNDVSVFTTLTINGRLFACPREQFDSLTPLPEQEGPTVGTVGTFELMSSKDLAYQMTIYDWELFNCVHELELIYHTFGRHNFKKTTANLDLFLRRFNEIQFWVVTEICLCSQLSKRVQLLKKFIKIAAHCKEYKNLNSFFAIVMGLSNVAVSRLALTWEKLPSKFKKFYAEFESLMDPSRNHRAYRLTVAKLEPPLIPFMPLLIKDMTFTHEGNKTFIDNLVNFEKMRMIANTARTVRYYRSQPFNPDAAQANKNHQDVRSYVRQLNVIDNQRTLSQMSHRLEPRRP
TDP43 rescue – TDP-43 toxicity inhibition in yeast | TDP-43 expressing yeast growth rescue, BacTiter-Glo, 24 h | Potency, µM (series often up to 46.1 µM), for inactives: top-dose growth rescue (activation), actives largely listed as activators | actives 1.8% (n = 410,000) | AID 652104; further: % of control where 0% means no effect; nearly all actives have a fitted effect of over 50% in size
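Galactose-induced TDP-43 yeast, OD600=0.02, compound pinned; 24 hr, 30 deg C; BacTiter-Glo luminescence for growth. Inhibitors of TDP-43 toxicity read as activators.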
aSyn yeast inh – inhibitors of alpha-synuclein toxicity in yeast; Yeast expressing alpha-synuclein, growth rescue, BacTiter-Glo, 24 h; AID 652106; Potency, µM (highest dose often 46.1 µM), without a hit: top-dose growth rescue (activation), hits mostly activators; actives 0.14% (n = 370,000); further: % of control where 0% means no effect; nearly all actives have a fitted effect of over 65% in size
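Rescue of yeast growth: cells expressing toxic alpha-synuclein, induced in galactose at OD600 0.02, incubated with compound 24 h at 30 C. ATP luminescence quantified growth; inhibitors of toxicity appear as activators.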
FUS yeast rescue – rescues growth of FUS-expressing yeast; S. cerevisiae FUS-expressing, growth rescue, OD600, 24 h; Potency, µM (titrated, usually from 76.6 µM), for inactives: at the top dose growth rescue (activation), most hits filed as activators; actives 0.24% (n = 390,000);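 further: plate controls were DMSO vehicle for no effect and reference control for full effect; nearly all actives have a fitted effect of over 55% in size; some results filed as inactive show a strong effect at the top dose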
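S. cerevisiae expressing FUS from galactose induction served as the toxicity model. Growth after 24hr at 30C, read as absorbance at 600 nm, indicates suppression of toxicity; compounds dosed at several concentrations.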
EPAC2 ag – EPAC2 (human) agonism; AID 720711; EPAC2 activation, biochemical qHTS; response scale: 100% = 6.5 mM cAMP response; actives 0.079% (n = 360,000); Potency, µM (top dose mostly 154 µM), inactives show at the top dose activation, actives largely listed as activators; Q8WZA2; further: nearly all actives have a fitted effect of over 50% in size
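Guanine nucleotide exchange by EPAC2 is measured as reduced fluorescence of BODIPY-GDP once it is released from 250 nM Rap1B. Plates are read kinetically for 30 min at room temperature; results are scaled to 6.5 mM cAMP.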
Starred values were filed as active, the others as inactive; i = inactive; u = inconclusive; x = no result given; [ ] = remark or other dose. The call rests on the fitted dose curve; in most records, active means well fitted curve in the direction sought with a large enough effect; inconclusive means small, poorly fitted or top-dose-only effect, or another doubt; inactive means no such curve, though single readings can be large; an effect the other way counts as inactive or inconclusive. Potency means the concentration at half of the fitted maximal effect. The list is partial. The share of hits here may be higher or lower than overall.

(1) CCN(CC)CCN1C(=O)C(=O)/C(=C(/O)c2ccc(S(=O)(=O)N3CCOCC3)cc2)C1c1ccc(C(C)C)cc1 (configuration not stated)
(2) O=C(N/N=C1/CC2C=CCC12)c1ccco1 (configuration not stated)
(3) COCCNC(=O)CN(C(=O)CCC(=O)Nc1cc(C)on1)c1ccc(C)cc1C
(4) O=c1[nH]cc(-c2ccc(Br)cc2)n1Cc1ccccc1
(5) CCCN(CCC)CCNC(=O)CN1C(=O)COc2ccc(S(=O)(=O)N3CCC(C)CC3)cc21

| compound no. | 1 | 2 | 3 | 4 | 5 |
| --- | --- | --- | --- | --- | --- |
| EPAC1 agonist | -10% | -11% | 8% | -4% | x |
| EPAC1 antag | 2% | -2% | 11% | -6% | x |
| PTHR1 ag | i | -6% | i | -21% | i |
| EPAC2 antagonist | 1% | 22% | 5% | -6% | x |
| TDP43 rescue | -15% | -10% | 16% | 12% | 10% |
| aSyn yeast inh | 0% | 1% | 1% | 6% | -1% |
| FUS yeast rescue | 21% | 10% | 27% | -18% | -12% |
| EPAC2 ag | -7% | 0% | 8% | -10% | x |

(6) CSc1ccc(/C=C/C(=O)NC(=O)c2ccccc2O)cc1
(7) CC1CC2C(C(O)CC3(C)C2CCC3(O)C(=O)CO)C2(C)C=CC(=O)C=C12 (configuration not stated)
(8) Clc1nc2ccccc2nc1-c1ccccc1
(9) COc1cccc(-c2nc3ccc(O)cc3c(=O)o2)c1
(10) Cc1cc(NC(c2cccnc2)c2ccc3cccnc3c2O)no1 (configuration not stated)

| compound no. | 6 | 7 | 8 | 9 | 10 |
| --- | --- | --- | --- | --- | --- |
| EPAC1 agonist | -15% | -2% | -1% | 12% | -5% |
| EPAC1 antag | -28% | -12% | 5% | 2% | -1% |
| PTHR1 ag | -91%[inhibitor] | -7% | -12% | i | -1%[57.5 µM] |
| EPAC2 antagonist | -5% | 1% | 0% | -1% | -7% |
| TDP43 rescue | 8% | -2% | 23% | u | 2% |
| aSyn yeast inh | -4% | -3% | 2% | 9% | 14% |
| FUS yeast rescue | -1% | 16% | -22% | x | 16% |
| EPAC2 ag | 9% | 4% | -4% | 3% | -2% |

(11) COc1ccc(C(=O)NC(=S)Nc2ccc(N3CCCC3)cc2)cc1
(12) CC(C)NC(=O)c1ccc2c(c1)N(CC(=O)Nc1ccccc1F)C(=O)C(C)(C)O2
(13) Cc1cc(C)n(CCCNC(=O)Cn2nnnc2CN2C[C@@H](C)O[C@@H](C)C2)n1
(14) COCC(C)n1c(SCC(=O)Nc2cc(C)on2)nc2ccccc2c1=O (configuration not stated)
(15) CCN(CC)C(=O)Cn1nnc(-c2ccc(S(C)(=O)=O)cc2)n1

| compound no. | 11 | 12 | 13 | 14 | 15 |
| --- | --- | --- | --- | --- | --- |
| EPAC1 agonist | 8% | -1% | -11% | 1% | 0% |
| EPAC1 antag | 29% | -4% | 4% | 1% | -24% |
| PTHR1 ag | -19% | i | i | i | -26% |
| EPAC2 antagonist | 1% | 15% | -10% | -2% | -2% |
| TDP43 rescue | -12% | -1% | 5% | 2% | -13% |
| aSyn yeast inh | -1% | -1% | -3% | 0% | -10% |
| FUS yeast rescue | 9% | 9% | 8% | 14% | u |
| EPAC2 ag | 11% | 3% | 10% | 1% | 2% |

Four structures out of the list, arranged by length of the SMILES, lowest first:
(9) COc1cccc(-c2nc3ccc(O)cc3c(=O)o2)c1
(10) Cc1cc(NC(c2cccnc2)c2ccc3cccnc3c2O)no1 (configuration not stated)
(14) COCC(C)n1c(SCC(=O)Nc2cc(C)on2)nc2ccccc2c1=O (configuration not stated)
(12) CC(C)NC(=O)c1ccc2c(c1)N(CC(=O)Nc1ccccc1F)C(=O)C(C)(C)O2

| compound no. | 9 | 10 | 14 | 12 |
| --- | --- | --- | --- | --- |
| EPAC1 agonist | 12% | -5% | 1% | -1% |
| EPAC1 antag | 2% | -1% | 1% | -4% |
| PTHR1 ag | i | -1%[57.5 µM] | i | i |
| EPAC2 antagonist | -1% | -7% | -2% | 15% |
| TDP43 rescue | u | 2% | 2% | -1% |
| aSyn yeast inh | 9% | 14% | 0% | -1% |
| FUS yeast rescue | x | 16% | 14% | 9% |
| EPAC2 ag | 3% | -2% | 1% | 3% |

Entries above that have an aryl methoxy group, in the order listed:
(9) COc1cccc(-c2nc3ccc(O)cc3c(=O)o2)c1
(11) COc1ccc(C(=O)NC(=S)Nc2ccc(N3CCCC3)cc2)cc1

| compound no. | 9 | 11 |
| --- | --- | --- |
| EPAC1 agonist | 12% | 8% |
| EPAC1 antag | 2% | 29% |
| PTHR1 ag | i | -19% |
| EPAC2 antagonist | -1% | 1% |
| TDP43 rescue | u | -12% |
| aSyn yeast inh | 9% | -1% |
| FUS yeast rescue | x | 9% |
| EPAC2 ag | 3% | 11% |

The listing continues:
(16) O=C(O)Cn1ccnc1[N+](=O)[O-]
(17) Cc1ccc(S(=O)(=O)NC(N)=NCCc2ccccc2)cc1C
(18) CCc1nnc(NC(=O)C2(C)COC(c3ccc(OC)cc3)OC2)s1 (configuration not stated)
(19) CCOC(=O)c1cc2c(=O)c3cc(C)ccc3oc2nc1C
(20) CCC(C)(C)NC(=O)Cc1ccc(C)cc1

| compound no. | 16 | 17 | 18 | 19 | 20 |
| --- | --- | --- | --- | --- | --- |
| EPAC1 agonist | -12% | 5% | -3% | 11% | -5% |
| EPAC1 antag | 4% | -3% | 8% | -8% | 5% |
| PTHR1 ag | 4% | i | -7% | -14% | -22%[57.5 µM] |
| EPAC2 antagonist | 12% | -4% | -2% | 1% | 5%[57.1 µM] |
| TDP43 rescue | -31%[inhibitor] | -7% | 0% | -19% | -9% |
| aSyn yeast inh | -25% | -2% | -5% | -2% | 0% |
| FUS yeast rescue | -2% | 5% | 1% | 3% | 7% |
| EPAC2 ag | 10% | 11% | 9% | 0% | 0% |

(21) CN1c2ccccc2-c2nc3ccccc3n2C1c1ccccn1 (configuration not stated)
(22) CSCCC1NC(=O)N(CC(=O)Nc2ccc3c(c2)OCCO3)C1=O (configuration not stated)
(23) COc1ccc2nc(NC(=O)CCn3cccc3)sc2c1
(24) O=C(/C=C/c1ccc2c(c1)OCO2)NCc1ccco1
(25) CC(C)CCN1CCC[C@]2(N[C@H](c3ccccc3)[C@@H]3C(=O)N(Cc4ccccc4)C(=O)[C@@H]32)C1=O
(26) COc1ccc(CCc2nc(-c3ccc(-n4cccc4)cc3)no2)cc1
(27) COc1cc(CNn2cnnc2)ccc1OCC(=O)NC1CCCCC1
(28) COc1ccccc1NC(=O)CN1CCN(c2ccccc2F)CC1

| compound no. | 21 | 22 | 23 | 24 | 25 | 26 | 27 | 28 |
| --- | --- | --- | --- | --- | --- | --- | --- | --- |
| EPAC1 agonist | -6% | 3% | -1% | 7% | -11% | 0% | -2% | 13% |
| EPAC1 antag | -3% | u | 15% | -7% | 13% | -24% | 9% | -20% |
| PTHR1 ag | i | -19% | i | i | -18% | i | i | -13% |
| EPAC2 antagonist | 9% | 1% | 13% | -3% | 9% | 8% | 4% | -18% |
| TDP43 rescue | -21% | 8% | -4% | -4% | 8% | 7% | 10% | -12% |
| aSyn yeast inh | -8% | 1% | 1% | -3% | 5% | 1% | x | -10% |
| FUS yeast rescue | 26% | -7% | x | x | 27% | -25% | -3% | 6% |
| EPAC2 ag | 8% | 2% | 13% | 16% | 7% | 2% | 4% | 10% |

Limited to EPAC1 agonist, EPAC2 antagonist and aSyn yeast inh, for some of the entries so far:
no. | molecule | EPAC1 agonist | EPAC2 antagonist | aSyn yeast inh
26 | COc1ccc(CCc2nc(-c3ccc(-n4cccc4)cc3)no2)cc1 | 0% | 8% | 1%
21 | CN1c2ccccc2-c2nc3ccccc3n2C1c1ccccn1 (configuration not stated) | -6% | 9% | -8%

Screening results as filed in PubChem BioAssay.
